Source: PubChem BioAssay
DAX1 inh-1: DAX1 (NR0B1) inhibitors on StAR promoter, primary screen, cell-based, luminescence, SF-1 (NR5A1), full-length DAX-1; HEK293T StAR-luciferase reporter, SF-1/DAX-1 repression relief; inhibition, % at 6.8 µM; hit rate 1.1% among 370,000; AID 652010, 2013;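 active = inhibition above the mean over all tested compounds plus 3 SD, cut at about 3.6% in these data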;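 note: 0% = DAX-1 cells with DMSO and 100% = cells lacking DAX-1 with DMSO; higher inhibition means more luminescence from relief of DAX-1 repression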
DAX1 inh-2: DAX1 (NR0B1) inhibitors, primary screen, cell-based, HEK293, Gal4-DAX1, luciferase luminescence. Nuclear receptor subfamily 0 group B member 1 (Homo sapiens), P51843. HEK293 Gal4-DAX1 luciferase reporter. inhibition, % at 6.75 µM. hit rate 0.99% among 340,000. AID 504766, 2011;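 active = inhibition above the mean over all tested compounds plus 3 SD, cut at about 4.2% in these data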;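 note: 0% = DAX1-transfected cells with DMSO and 100% = empty-vector control cells with DMSO; inhibition shows as a rise in luminescence from relieved DAX1 repression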
Target sequence (P51843 207-470 limits assumed): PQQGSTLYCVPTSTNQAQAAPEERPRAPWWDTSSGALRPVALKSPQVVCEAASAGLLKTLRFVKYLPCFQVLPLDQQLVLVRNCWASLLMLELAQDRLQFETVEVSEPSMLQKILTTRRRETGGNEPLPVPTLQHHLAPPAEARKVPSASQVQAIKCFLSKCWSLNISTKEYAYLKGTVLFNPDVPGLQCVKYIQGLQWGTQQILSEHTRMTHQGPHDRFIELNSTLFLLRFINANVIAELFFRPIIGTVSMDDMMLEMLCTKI
SMARCA2 activ: SMARCA2 (BRM) function activators, primary screen, cell-based, luminescence, high throughput. MG213 cells, MMTV-luciferase reporter, dexamethasone, overnight. activation, % at 9.1 µM. hit rate 1% among 370,000. AID 652017, 2013; in the data active = activation above about 7.8%;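 note: 0% = vehicle wells and 100% = reference activator wells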
hgDAF12 agonist: H. glycines DAF-12 receptor agonists, primary screen, cell-based, luminescence, HEK293, GAL4 fusion, UAS-luciferase. HEK293 GAL4-hgDAF12 UAS-luciferase reporter, agonist luminescence; normalized to butyrate control. Nuclear hormone receptor DAF-12 (Heterodera glycines), GAL4 fusion. AID 687014, 2013. activation, % at 6.8 µM. hit rate 1.8% among 370,000;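 active = activation above a cutoff set at the mean of all screened compounds plus 3 SD, cut at about 10% in these data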;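 note: 0% = DMSO wells and 100% = sodium butyrate wells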
HGIII-sPLA2 inh: human group III sPLA2 inhibitors, primary screen, biochemical, QFRET, BODIPY PC-A2 liposome substrate; Group 3 secretory phospholipase A2 (Homo sapiens), Q9NZ20; QFRET BODIPY PC-A2 liposome hydrolysis, fluorescence; inhibition, % at 12.2 µM; hit rate 0.56% among 370,000; AID 743126, 2013;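 active = inhibition above mean plus 3 SD of compounds lying within the high and low control bounds, cut at about 19% in these data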;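 note: 0% = median of test compound wells and 100% = no enzyme DMSO wells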
Target sequence (Q9NZ20 whole entry, looked up): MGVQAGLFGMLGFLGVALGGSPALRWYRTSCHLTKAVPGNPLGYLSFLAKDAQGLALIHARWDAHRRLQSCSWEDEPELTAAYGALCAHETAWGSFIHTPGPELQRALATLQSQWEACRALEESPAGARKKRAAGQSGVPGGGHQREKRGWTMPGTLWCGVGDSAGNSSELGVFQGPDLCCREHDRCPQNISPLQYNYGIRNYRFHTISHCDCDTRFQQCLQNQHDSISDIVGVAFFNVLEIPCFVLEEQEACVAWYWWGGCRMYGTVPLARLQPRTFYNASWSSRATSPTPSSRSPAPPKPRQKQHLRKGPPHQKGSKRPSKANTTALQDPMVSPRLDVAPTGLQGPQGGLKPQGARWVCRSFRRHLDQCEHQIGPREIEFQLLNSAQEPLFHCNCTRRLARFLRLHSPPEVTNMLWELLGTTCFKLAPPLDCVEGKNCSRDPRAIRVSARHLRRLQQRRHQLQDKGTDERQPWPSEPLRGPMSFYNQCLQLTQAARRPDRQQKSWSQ
PG9 binder: binders of HIV-1 gp120 antibody PG9, primary screen, biochemical, TR-FRET; TR-FRET gp120-PG9 antibody binding; hit rate 0.43% among 360,000; HIV-1 gp120 / PG9 antibody interaction; inhibition, % at 6.7 µM; in the data active = inhibition above about 8.5%
GAA850 FXN act: FXN promoter activators, primary screen, cell-based, luciferase luminescence, HEK293 lucGAA850. HEK293 lucGAA850 FXN promoter luciferase reporter, 24 h; percent of 10 µM SAHA response. activation, % at 6 µM. hit rate 0.56% among 360,000. AID 540364, 2011;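 active = activation above the average of all compounds screened plus 3 SD, cutoff fixed separately per campaign, cut at about 7.5% in these data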;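 note: 0% = DMSO wells and 100% = 10 µM SAHA wells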
PLCb3 inh: human PLC-beta3 inhibitors, primary screen, biochemical, fluorescence; 1-phosphatidylinositol 4,5-bisphosphate phosphodiesterase beta-3 (Homo sapiens), Q01970; Purified PLC-beta3, fluorogenic substrate; inhibition, % at 12.2 µM; hit rate 0.18% among 370,000; AID 720704, 2013; in the data active = inhibition above about 11%;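 note: 0% = median of compound wells on plate and 100% = full blocker control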
ssDAF12 agonist: S. stercoralis DAF-12 nuclear receptor activators, primary screen, cell-based, luminescence, HEK293, GRIP1 co-expression, lit1-tk-luc; HEK293 ssDAF-12/GRIP1 lit1-tk-luc reporter; % of 3 µM dafachronic acid response; AID 652126, 2013; hit rate 1% among 370,000; activation, % at 6.8 µM;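 active = activation above the mean over all tested compounds plus 3 SD, cut at about 0.9% in these data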;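 note: 0% = DMSO-only wells and 100% = 3 µM delta7-dafachronic acid wells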
Rev-erbA mod: modulators of Rev-erb alpha DNA binding, primary screen, biochemical, FITC-DNA, fluorescence polarization, uHTS. hit rate 0.79% among 370,000. Rev-erbα–FITC-DNA binding, 90 min. activity, % at 10 µM. Nuclear receptor subfamily 1 group D member 1 (Homo sapiens), P20393;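 active = activity above about 14%, limit read from the data; passing the limit was not always enough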;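 note: 0% = DMSO wells with 35 nM protein and 100% = DMSO wells with 750 nM protein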
hcDAF-12 act: H. contortus DAF-12 nuclear receptor activators, primary screen, cell-based, luminescence, HEK293, lit1-tk-luc reporter; AID 652067, 2013; HEK293 hcDAF-12 lit1-tk-luc reporter; 0% DMSO, 100% Δ7-dafachronic acid; hit rate 1.4% among 370,000; activation, % at 6.8 µM;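 active = activation above the mean of all tested compounds plus 3 SD, cut at about 5.5% in these data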;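 note: 100% = response to 3 µM Δ7-dafachronic acid high control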
* hit, by the source's call. Compounds were not picked by outcome; any-hit rate near 7%.

For CCOc1ccc(N2C(=O)CC(NNc3nc4ccccc4s3)C2=O)cc1 (stereo not given) the results were DAX1 inh-1 -0.7, DAX1 inh-2 -0.9, SMARCA2 activ 1, hgDAF12 agonist 1.2, HGIII-sPLA2 inh -15, PG9 binder -2.4, GAA850 FXN act 1.2, PLCb3 inh -9, ssDAF12 agonist -0.6, Rev-erbA mod 1 and hcDAF-12 act 1.9.
For CCOC(=O)c1sc(=NC(=O)COc2ccccc2)n(C)c1C the results were DAX1 inh-1 0.0, DAX1 inh-2 0.4, SMARCA2 activ 0, hgDAF12 agonist 4.8, HGIII-sPLA2 inh 3, PG9 binder -0.6, GAA850 FXN act 3.7, PLCb3 inh -9, ssDAF12 agonist -0.6, Rev-erbA mod -2 and hcDAF-12 act 0.8.
Screening CCOc1cc(/C=C/C(=O)N(CC)CC(=O)NCc2cccs2)cc(Cl)c1OC returned DAX1 inh-1 -1.8, DAX1 inh-2 0.4, SMARCA2 activ -2, hgDAF12 agonist 1.3, HGIII-sPLA2 inh 3, PG9 binder 1.3, GAA850 FXN act -0.3, PLCb3 inh -12, ssDAF12 agonist -1.1, Rev-erbA mod -4 and hcDAF-12 act -0.9.
For Cc1cc(C)cc(NC(=O)Nc2ccc3ccccc3n2)c1 the results were DAX1 inh-1 0.6, DAX1 inh-2 2.4, SMARCA2 activ -2, hgDAF12 agonist 2.0, HGIII-sPLA2 inh -4, PG9 binder -0.7, GAA850 FXN act 0.3, PLCb3 inh -4, ssDAF12 agonist -0.7, Rev-erbA mod -2 and hcDAF-12 act 0.8.
For CN1C(=O)C(O)(CC(=O)c2ccc3c(c2)OCO3)c2ccccc21 (stereo not given) the results were DAX1 inh-1 -0.4, DAX1 inh-2 0.3, SMARCA2 activ -4, hgDAF12 agonist 3.1, HGIII-sPLA2 inh 12, PG9 binder -1.3, GAA850 FXN act 0.6, PLCb3 inh 0, ssDAF12 agonist -1.4, Rev-erbA mod 0 and hcDAF-12 act -1.5.
Screening CCCCOc1ccccc1C1NC(=O)NC(C)=C1C(=O)OCc1ccco1 (stereo not given) returned DAX1 inh-1 0.3, DAX1 inh-2 -0.8, SMARCA2 activ -3, hgDAF12 agonist -1.8, HGIII-sPLA2 inh 3, PG9 binder 0.4, GAA850 FXN act 4.0, PLCb3 inh -2, ssDAF12 agonist -1.4 and hcDAF-12 act -1.2.
COc1cc(OC)c(NC(C)C(=O)N2CCCC2)cc1Cl (stereo not given) was read as DAX1 inh-1 0.1, DAX1 inh-2 2.7, SMARCA2 activ -6, hgDAF12 agonist -0.3, HGIII-sPLA2 inh 5, PG9 binder -2.9, GAA850 FXN act 0.5, PLCb3 inh 1, ssDAF12 agonist -0.9, Rev-erbA mod -6 and hcDAF-12 act -0.5.
For CCOc1ccc(S(=O)(=O)N2CCN(Cc3ccccc3)CC2)cc1 the results were DAX1 inh-1 -0.6, DAX1 inh-2 0.0, SMARCA2 activ -2, hgDAF12 agonist -4.0, HGIII-sPLA2 inh 0, PG9 binder -2.2, GAA850 FXN act -0.8, PLCb3 inh 2, ssDAF12 agonist -1.8, Rev-erbA mod 9 and hcDAF-12 act -2.2.
Screening CSc1ccccc1C(=O)NCc1ccc(F)cc1 returned DAX1 inh-1 -0.5, DAX1 inh-2 -1.6, SMARCA2 activ 1, hgDAF12 agonist 1.1, HGIII-sPLA2 inh -3, PG9 binder -0.3, GAA850 FXN act 1.6, PLCb3 inh 1, ssDAF12 agonist -1.9, Rev-erbA mod 3 and hcDAF-12 act -3.4.
CCc1cc(C(c2ccccc2OC)N2CCOCC2)c(NC(=O)c2ccccc2)s1 (stereo not given) was read as DAX1 inh-1 0.3, DAX1 inh-2 -0.1, SMARCA2 activ 0, hgDAF12 agonist 1.3, HGIII-sPLA2 inh -10, PG9 binder 0.5, GAA850 FXN act 0.8, PLCb3 inh -18, ssDAF12 agonist -1.1, Rev-erbA mod 2 and hcDAF-12 act 0.8.
For CC(C)c1nc(N2CCOCC2)c(C#N)c2c1CCCC2 the results were DAX1 inh-1 -0.7, DAX1 inh-2 0.8, SMARCA2 activ 3, hgDAF12 agonist 0.3, HGIII-sPLA2 inh -1, PG9 binder -0.4, GAA850 FXN act 3.1, PLCb3 inh -20, ssDAF12 agonist -1.0, Rev-erbA mod 6 and hcDAF-12 act -2.1.
`Cc1ccc(-n2c(=S)sc3c(=O)n(-c4ccccc4F)c(SCC(=O)O)nc32)cc1C` gave DAX1 inh-1 0.0, DAX1 inh-2 1.9, SMARCA2 activ 2, hgDAF12 agonist -2.1, HGIII-sPLA2 inh -19, PG9 binder -0.1, GAA850 FXN act 2.6, PLCb3 inh -2, ssDAF12 agonist -1.2, Rev-erbA mod -1 and hcDAF-12 act 1.5.
O=C(CN1C(=O)/C(=C/c2cccc(Cl)c2)SC1=S)NC1C=CS(=O)(=O)C1 (stereo not given) was read as DAX1 inh-1 -0.3, DAX1 inh-2 -0.2, SMARCA2 activ -1, hgDAF12 agonist 2.9, HGIII-sPLA2 inh -4, PG9 binder -4.0, GAA850 FXN act 2.3, PLCb3 inh -25, ssDAF12 agonist -1.0, Rev-erbA mod -3 and hcDAF-12 act 1.4.
CC/C(=N\NC(=O)c1ccoc1C)c1ccc(C)o1 was read as DAX1 inh-1 7.1*, DAX1 inh-2 1.0, SMARCA2 activ 4, hgDAF12 agonist 23*, HGIII-sPLA2 inh 3, PG9 binder -3.5, GAA850 FXN act 5.2, PLCb3 inh 0, ssDAF12 agonist 2.1*, Rev-erbA mod -2 and hcDAF-12 act 9.2*.
O=C(Nc1ccccc1)N1CCC(C(=O)N2CCN(c3ccccc3F)CC2)CC1 was read as DAX1 inh-1 0.6, DAX1 inh-2 1.3, SMARCA2 activ 2, hgDAF12 agonist 0.9, HGIII-sPLA2 inh 1, PG9 binder -0.3, GAA850 FXN act -1.4, PLCb3 inh 3, ssDAF12 agonist -1.7, Rev-erbA mod 0 and hcDAF-12 act 0.2.
CCOC(=O)c1ccc(NC(=O)CC2NCCNC2=O)cc1 (stereo not given) was read as DAX1 inh-1 0.3, DAX1 inh-2 0.9, SMARCA2 activ 2, hgDAF12 agonist 1.5, HGIII-sPLA2 inh 4, PG9 binder -0.6, GAA850 FXN act -1.6, PLCb3 inh 2, ssDAF12 agonist -0.9, Rev-erbA mod 1 and hcDAF-12 act -1.2.
CC(O)(c1ccc(F)c(F)c1)c1nc(-c2cccc(F)c2)cs1 (stereo not given) was read as DAX1 inh-1 -1.6, SMARCA2 activ -3, hgDAF12 agonist -0.8, HGIII-sPLA2 inh -4, PG9 binder -1.0, GAA850 FXN act 0.9, PLCb3 inh 0, ssDAF12 agonist -1.3, Rev-erbA mod 2 and hcDAF-12 act 1.3.
`O=C(CNCCC1=CCCCC1)Nc1ccc(N2CCCCCC2)cc1` gave DAX1 inh-1 -0.6, DAX1 inh-2 -0.5, SMARCA2 activ 4, hgDAF12 agonist -2.9, HGIII-sPLA2 inh 8, PG9 binder -4.7, GAA850 FXN act 0.5, PLCb3 inh 7, ssDAF12 agonist -1.5, Rev-erbA mod 5 and hcDAF-12 act -1.2.
CCOC(=O)N1CCC2(CC1)NCCc1c2[nH]c2ccccc12 was read as DAX1 inh-1 0.0, DAX1 inh-2 0.0, SMARCA2 activ -2, hgDAF12 agonist 1.9, HGIII-sPLA2 inh 2, PG9 binder 1.0, GAA850 FXN act 0.6, PLCb3 inh -6, ssDAF12 agonist -1.1, Rev-erbA mod 0 and hcDAF-12 act 0.3.
Screening COC(=O)c1ccccc1NC(=O)CN1CCN(C23CC4CC(CC(C4)C2)C3)CC1 returned DAX1 inh-1 -0.1, DAX1 inh-2 1.1, SMARCA2 activ -1, hgDAF12 agonist 0.2, HGIII-sPLA2 inh -14, PG9 binder -0.7, GAA850 FXN act -2.1, PLCb3 inh 4, ssDAF12 agonist -1.4, Rev-erbA mod -1 and hcDAF-12 act -1.7.
COCCCNC(=O)c1nc2c(nnn2Cc2cc(C)ccc2C)c(=O)[nH]1 was read as DAX1 inh-1 -0.4, DAX1 inh-2 1.7, SMARCA2 activ 1, hgDAF12 agonist 1.8, HGIII-sPLA2 inh 1, PG9 binder 0.0, GAA850 FXN act 0.0, PLCb3 inh -11, ssDAF12 agonist -1.0, Rev-erbA mod -4 and hcDAF-12 act 2.3.
Screening CC(Nc1nc(N2CCCCC2)nc2ccccc12)c1ccccc1 (stereo not given) returned DAX1 inh-1 -1.4, DAX1 inh-2 -0.9, SMARCA2 activ 0, hgDAF12 agonist 1.7, HGIII-sPLA2 inh -16, PG9 binder -1.2, GAA850 FXN act -7.2, PLCb3 inh -24, ssDAF12 agonist -1.5, Rev-erbA mod -4 and hcDAF-12 act -0.5.
Screening CC(C)NC(=O)c1cc(C2CCCCN2C(=O)CCCc2ccccc2)on1 (stereo not given) returned DAX1 inh-1 -0.8, SMARCA2 activ -1, hgDAF12 agonist -0.9, HGIII-sPLA2 inh 0, PG9 binder 0.3, GAA850 FXN act -0.6, PLCb3 inh -1, ssDAF12 agonist -1.2, Rev-erbA mod -2 and hcDAF-12 act -1.6.
Screening COc1ccccc1NC(=O)c1ccccc1NC(=O)c1cccs1 returned DAX1 inh-1 -0.7, DAX1 inh-2 -0.5, SMARCA2 activ -1, hgDAF12 agonist 0.2, HGIII-sPLA2 inh 3, PG9 binder -1.2, GAA850 FXN act -1.9, PLCb3 inh 0, ssDAF12 agonist -0.9, Rev-erbA mod 3 and hcDAF-12 act 0.7.
Screening O=C(CCn1cncn1)N1CCN(S(=O)(=O)c2ccc(Cl)cc2)CC1 returned DAX1 inh-1 0.6, DAX1 inh-2 -0.9, SMARCA2 activ 5, hgDAF12 agonist -3.0, HGIII-sPLA2 inh -1, PG9 binder -0.6, GAA850 FXN act 0.9, PLCb3 inh -1, ssDAF12 agonist -0.7, Rev-erbA mod 1 and hcDAF-12 act -0.3.
